LYPLA1 counter – blocks human lysophospholipase 1, a PME1 counter-screen; O75608; actives 0.16% (n = 320,000); inhibition, % at 5.9 µM; recombinant LYPLA1, FP-Rh probe fluorescence polarization;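 active = inhibition above the mean of all tested compounds plus 3 SD, set per campaign, cut at about 14% in these data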;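 also: inhibitors block serine hydrolase probe labeling of LYPLA1 so polarization falls; 0% = enzyme with DMSO and 100% = wells lacking LYPLA1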
Target sequence (O75608 whole entry, looked up): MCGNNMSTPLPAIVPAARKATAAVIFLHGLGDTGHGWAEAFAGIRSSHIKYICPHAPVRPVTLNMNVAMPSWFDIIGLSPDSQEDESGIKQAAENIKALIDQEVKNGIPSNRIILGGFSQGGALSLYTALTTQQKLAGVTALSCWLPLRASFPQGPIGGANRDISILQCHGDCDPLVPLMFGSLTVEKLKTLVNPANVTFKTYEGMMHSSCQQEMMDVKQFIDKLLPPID
PREPL inh – human PREPL enzyme inhibition; recombinant PREPL, fluorescence polarization activity-based probe; actives 0.68% (n = 320,000); inhibition, % at 5.96 µM; Q4J6C6; in the data active = inhibition above about 43%;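 also: 0% = enzyme with DMSO and 100% = wells lacking enzyme; many of its hits are not listed in these tables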
PAD4 FP inh – blocks human protein arginine deiminase 4; Q9UM07; recombinant PAD4, RCA probe fluorescence polarization; inhibition, % at 6.36 µM; actives 0.41% (n = 330,000);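 active = percent inhibition above a cutoff equal to the mean of all tested compounds plus 3 SD, cut at about 15% in these data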;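 also: 0% = PAD4 with RCA probe and DMSO and 100% = probe without PAD4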
Target sequence (Q9UM07 whole entry, looked up): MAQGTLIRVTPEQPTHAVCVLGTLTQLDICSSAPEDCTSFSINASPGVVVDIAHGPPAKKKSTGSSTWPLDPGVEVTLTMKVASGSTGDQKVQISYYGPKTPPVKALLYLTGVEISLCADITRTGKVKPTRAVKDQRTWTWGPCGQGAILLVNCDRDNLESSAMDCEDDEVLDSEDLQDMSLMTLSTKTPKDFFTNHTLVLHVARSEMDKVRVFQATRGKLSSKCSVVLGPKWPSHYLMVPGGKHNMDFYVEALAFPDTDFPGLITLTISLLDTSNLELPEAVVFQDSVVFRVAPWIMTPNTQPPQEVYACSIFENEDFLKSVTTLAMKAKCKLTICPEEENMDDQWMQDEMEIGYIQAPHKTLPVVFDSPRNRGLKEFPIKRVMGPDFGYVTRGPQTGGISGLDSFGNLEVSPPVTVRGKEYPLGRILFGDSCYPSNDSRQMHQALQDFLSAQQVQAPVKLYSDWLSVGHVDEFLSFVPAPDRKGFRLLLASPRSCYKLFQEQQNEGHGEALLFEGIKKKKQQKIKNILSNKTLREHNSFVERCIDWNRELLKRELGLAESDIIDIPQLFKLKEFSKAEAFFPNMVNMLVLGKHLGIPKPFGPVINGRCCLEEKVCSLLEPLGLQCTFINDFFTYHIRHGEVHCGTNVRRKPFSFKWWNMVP
PAFAH2 FP inh – inhibitors of human PAFAH2 | inhibition, % at 3.39 µM | actives 0.99% (n = 340,000) | AID 492956 | recombinant PAFAH2, FP-rhodamine activity probe, fluorescence polarization | Q99487;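 active = inhibition above the mean over all tested compounds plus 3 SD, cut at about 30% in these data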;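 also: inhibitors block probe labeling of enzyme so polarization drops; 0% = enzyme with DMSO and 100% = wells lacking PAFAH2 protein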
LYPLA2 counter – counter-screen for PME1 inhibitors: inhibitors of human LYPLA2; actives 0.38% (n = 320,000); recombinant LYPLA2, FP-Rh probe fluorescence polarization; O95372; inhibition, % at 5.9 µM;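 active = inhibition above the screen-wide mean plus 3 SD, limit set per campaign, cut at about 26% in these data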;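 also: 0% = LYPLA2 with DMSO and 100% = wells lacking LYPLA2 enzyme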
EBNA-1 inhibitor – blocks EBNA-1 binding to DNA; EBNA-1 DNA binding, fluorescence polarization; inhibition, % at 14.8 µM; actives 0.34% (n = 300,000); in the data active = inhibition above about 28%
GSTO1 counter – blocks human GSTO1 in RBBP9 counter-screen; recombinant GSTO1, activity-based probe fluorescence polarization; inhibition, % at 5.96 µM; actives 1.1% (n = 300,000); AID 1974;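 active = inhibition above the campaign mean inhibition plus 3 SD, cut at about 35% in these data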;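 also: 0% = GSTO1-1 with DMSO and 100% = wells lacking GSTO1-1 enzyme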
ZTA counter – blocks Epstein-Barr virus ZTA, an EBNA-1 counter-screen | P03206 | actives 0.15% (n = 320,000) | ZTA-DNA binding, fluorescence polarization | inhibition, % at 11 µM; in the data active = inhibition above about 33%
PAFAH1B3 FP inh – blocks human PAF acetylhydrolase 1B catalytic subunit 3. Q15102. recombinant PAFAH1B3, FP-rhodamine probe, fluorescence polarization. inhibition, % at 3.39 µM. actives 0.28% (n = 340,000). AID 492972;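 active = inhibition above the screen-wide average of all tested compounds plus 3 SD, cut at about 25% in these data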;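 also: 0% = enzyme with DMSO only and 100% = wells lacking PAFAH1B3 protein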
Active calls of the source: *; . = not tested or not shown. These rows are one share of the data; rates above refer to the full screens.

SMILES	LYPLA1 counter	PREPL inh	PAD4 FP inh	PAFAH2 FP inh	LYPLA2 counter	EBNA-1 inhibitor	GSTO1 counter	ZTA counter	PAFAH1B3 FP inh
O=C(COC(=O)Cc1ccccc1F)Nc1ccc(Cl)cn1	2	0	-8	9	0	3	2	2	2
O=C(Cn1ncc2c3ccccc3n(Cc3ccccc3F)c2c1=O)NC1CC1	-1	-5	-1	3	1	-1	-30	5	5
Cc1ccc(C(=O)COC(=O)CNC(=O)c2ccc(N3C(=O)c4ccccc4C3=O)cc2)cc1C	1	-6	0	-14	-4	29*	-1	11	-3
COc1cccc(C(=O)Nc2ccc3[nH]ncc3c2)c1OC	3	15	-9	6	-1	-6	5	-2	9
COc1ccc(CNC(=O)C2CCC(CNS(=O)(=O)c3cccc4cccnc34)CC2)cc1 (stereo unspecified)	1	17	-4	5	13	-10	-3	-3	1
COc1ccc(-c2nnc(SCC(=O)Nc3ccc(C)cc3)n2C)cc1	0	-6	-3	0	-3	-22	3	-3	5
COc1cc(-c2nnc(SCC(=O)Nc3cc(C)on3)n2C)cc(OC)c1O	-1	5	-2	-1	1	12	-2	5	0
Cn1nc(-c2ccccc2)c(C(=O)Nc2ccc(C(F)(F)F)cc2)c1Cl	-1	2	-1	8	-1	-4	10	8	1
Cc1nn(-c2ccccc2)c(N2CCCC2)c1/C=N/NC(=S)Nc1ccc(F)cc1	3	13	-2	-5	-3	0	5	-13	-1
CC(NS(=O)(=O)c1ccc(Br)cc1)C(=O)NCc1ccc2c(c1)OCO2 (stereo unspecified)	-4	-5	1	-3	-3	3	2	3	-1
COCCCN1C(=O)C(=O)/C(=C(/O)c2ccc(OC(C)C)cc2)C1c1cccnc1 (stereo unspecified)	-3	-3	-1	4	-7	-1	7	2	-2
O=C(COc1cc(Cl)c(Cl)cc1Cl)Nc1cccc(O)c1	-7	-9	-3	3	-9	-1	0	-11	3
COc1ccc(C(CNC(=O)COc2ccccc2OC)N(C)C)cc1OC (stereo unspecified)	-1	1	0	-1	-7	-7	-3	4	6
CC(Cl)C(=O)c1c(N)n(C)c(=O)n(C)c1=O (stereo unspecified)	-1	13	-5	3	-4	-10	5	-19	-15
COc1ccccc1S(=O)(=O)N1CCN(S(=O)(=O)c2ccccc2C#N)CC1	0	-7	-5	-3	9	-3	1	-1	7
COc1ccc(NS(=O)(=O)c2cccc(C(=O)N3CCCCCC3)c2)cc1	0	-2	-3	-1	-2	3	4	28	9
COc1ccc(S(=O)(=O)N(C)CC(=O)NCCc2ccccc2)cc1OC	1	4	0	-1	9	8	4	0	6
CCN(C(=O)COC(=O)CNS(=O)(=O)c1ccc2ccccc2c1)C1CCCCC1	-2	4	1	22	2	4	0	6	5
Cn1c(=O)[nH]c(=O)c2c1nc(N1CCCCC1)n2C/C=N/Nc1ccc(C(=O)O)cc1	1	1	-1	-10	-1	0	0	-5	3
CCOc1ccc(NC(=O)CN(C)C(=O)c2ccc(COc3ccccc3)cc2)cc1OCC	-6	20	-2	6	-1	.	.	0	2
COc1ccc(C2C(C(=O)c3ccco3)=C(O)C(=O)N2CC2CCCO2)c(OC)c1 (stereo unspecified)	-3	-3	-11	-6	-4	-9	0	1	1
COc1cccc(CN2CCC(n3nccc3NC(=O)CCCc3ccccc3)CC2)c1	3	14	-9	2	5	-8	-2	-3	9
Cc1c(C(C)C)c(=O)n(-c2ccc(S(=O)(=O)N3CCOCC3)cc2)n1C	-1	2	-13	2	-3	0	4	16	11
CN(C)S(=O)(=O)c1cccc(N=C2SCCN2Cc2ccccc2)c1	0	-24	-4	-1	2	2	-1	-2	4
COc1ccc(S(=O)(=O)N(C)C)cc1NC(=O)CCCSc1ccccc1	0	-3	-3	-10	2	0	-2	4	3

Another view of 4 compounds above:
Results follow in this order: LYPLA1 counter | PREPL inh | PAD4 FP inh | PAFAH2 FP inh | LYPLA2 counter | EBNA-1 inhibitor | GSTO1 counter | ZTA counter | PAFAH1B3 FP inh
COc1ccccc1S(=O)(=O)N1CCN(S(=O)(=O)c2ccccc2C#N)CC1
    0 | -7 | -5 | -3 | 9 | -3 | 1 | -1 | 7
Cn1nc(-c2ccccc2)c(C(=O)Nc2ccc(C(F)(F)F)cc2)c1Cl
    -1 | 2 | -1 | 8 | -1 | -4 | 10 | 8 | 1
O=C(Cn1ncc2c3ccccc3n(Cc3ccccc3F)c2c1=O)NC1CC1
    -1 | -5 | -1 | 3 | 1 | -1 | -30 | 5 | 5
O=C(COc1cc(Cl)c(Cl)cc1Cl)Nc1cccc(O)c1
    -7 | -9 | -3 | 3 | -9 | -1 | 0 | -11 | 3

Further records
SMILES	LYPLA1 counter	PREPL inh	PAD4 FP inh	PAFAH2 FP inh	LYPLA2 counter	EBNA-1 inhibitor	GSTO1 counter	ZTA counter	PAFAH1B3 FP inh
COc1cccc(NS(=O)(=O)NC(=O)c2cn(C)c3ccccc23)c1	2	22	-4	2	6	-5	7	-1	8
COc1ccccc1CNCc1cc(OC)c(OC)cc1OC	1	11	1	4	6	18	0	5	1
Cc1ccc(OCCCC(=O)Nc2cc(Cl)ccc2-n2cncn2)cc1	-3	9	-2	1	9	-8	5	-5	5
CSc1ccc(-c2nnn(CC(=O)NCc3ccccc3)n2)cc1	-2	-9	-3	4	0	6	-8	3	-2
C#CCSc1nnnn1-c1ccc(OCC)cc1	2	4	3	4	4	14	21	19	13
Nc1[nH]c(=O)nc(Nc2ccccc2)c1N=O	-1	-3	0	2	-2	13	1	-1	8
Cc1cc(C)c(OCC(=O)OCC(=O)N2CCc3ccccc3C2)c(C)c1	1	-19	1	3	3	2	4	8	-2
Cc1c(N)cccc1N	1	50*	3	11	-4	.	.	9	11
O=C1CC(c2cccs2)c2ccc3ccccc3c2N1 (stereo unspecified)	2	-17	-2	-3	5	-11	7	-11	-3
CCOC(=O)c1ccc(Cl)c(NC(=O)c2cccnc2)c1	1	0	-2	.	-4	2	3	7	.
Cc1ncc([N+](=O)[O-])n1CC(=O)Nc1ccc(Br)cc1	3	6	3	-3	46*	2	4	-8	8
Cn1cccc1Cc1nnc(SCC(=O)N2CCc3ccccc32)n1-c1ccc(F)cc1	2	41	2	-2	-2	2	4	2	6
CN(C)N1C(N)=C(C#N)C(c2ccc3c(c2)OCO3)C2=C1CC(C)(C)CC2=O (stereo unspecified)	-2	-4	-1	-6	4	-4	2	-4	13
Cc1ccc(Cl)cc1N1CCN(C(=O)c2ccc(CS(=O)Cc3ccc(Cl)cc3)o2)CC1 (stereo unspecified)	-2	33	3	4	6	-5	-4	3	5
Cc1ccccc1NC(=O)CSc1nnc(NC(=O)C2CC2)s1	-1	0	-1	-10	-3	4	-1	11	3
Cc1cc(C)cc(N2CCCn3c2nc2c3c(=O)n(CC(=O)OCc3ccccc3)c(=O)n2C)c1	-2	33	0	-1	-3	3	-1	-3	1
CC1CCN(c2ccc(C(=O)O)cc2)CC1	2	-1	3	-3	0	0	3	-1	-12
S=c1[nH]nc(Cc2ccc(Cl)cc2)o1	-2	-1	3	-8	-4	-12	2	-6	4
COc1ccc(C2(c3ccc(O)cc3O)CC(c3ccccc3Cl)NC(=S)N2)cc1 (stereo unspecified)	-10	-13	-5	3	6	3	-31	8	-7
O=C(O)c1ccoc1CN1CCCCC1	3	8	0	-5	6	-1	3	-11	3
Cc1cc(S(=O)(=O)Nc2ccc(C(=O)NCc3cccnc3)cc2)ccc1F	-3	-5	3	2	2	-2	-1	3	4
O=C(CCCN1C(=O)CCC1=O)Nc1ccc2c(c1)OCO2	1	11	-4	7	0	-6	2	4	13
CC(C)(CO)NCc1c(OCc2ccc(Cl)cc2)ccc2ccccc12	-1	-41	-3	-3	-7	-17	8	6	-4
CN(Cc1ccccc1F)c1nc(-c2cccs2)nc2ccccc12	-6	7	-1	-1	-9	4	4	-1	4
COc1ccc(NC(=S)NNC(=O)C2CC2c2ccc(C)cc2)cc1 (stereo unspecified)	0	-2	-1	-5	1	-7	1	3	3

Carrying on:
SMILES	LYPLA1 counter	PREPL inh	PAD4 FP inh	PAFAH2 FP inh	LYPLA2 counter	EBNA-1 inhibitor	GSTO1 counter	ZTA counter	PAFAH1B3 FP inh
CCN(CC)C(=O)C1CCN(C(=O)c2oc3ccc(C)cc3c2C)CC1	5	5	1	0	9	11	5	7	5
COc1cc(OC)cc(C(=O)Nc2ccccc2S(=O)(=O)N2CCCC2OC(C)=O)c1 (stereo unspecified)	-2	-2	1	2	4	5	-4	11	11
O=C(NCC1CCCO1)c1ccccc1OCc1ccc(Cl)cc1 (stereo unspecified)	1	23	-3	-17	0	-2	1	3	-6
CCOc1cccc2c1OC1(C)CC2NC(=O)N1c1ccc(OC)cc1 (stereo unspecified)	-1	6	-10	-2	-3	-9	0	-10	4
COC(=O)c1cc(S(=O)(=O)NCCCc2ccco2)c[nH]1	1	1	-1	0	-1	-23	-10	-5	2
CC1CCCCC1NC(=O)COc1ccc(C#N)cc1 (stereo unspecified)	.	12	-1	-5	.	.	.	.	9
Cn1cnnc1SCC(=O)Nc1cc(S(=O)(=O)N2CCCCC2)ccc1Cl	2	11	0	0	2	-3	2	-3	10
Cc1sc(NC(=O)C2CCCCC2C(=O)O)c(C(N)=O)c1-c1ccc(C(C)(C)C)cc1 (stereo unspecified)	1	-7	-4	7	14	7	-36	-4	-3
CCCn1c(C(O)c2ccc3c(c2)OCO3)nc2ccccc21 (stereo unspecified)	2	-9	-3	11	-1	-3	4	-4	12
CCC(C(=O)NCc1ccncc1)c1ccccc1 (stereo unspecified)	-2	-6	-3	-4	-6	5	2	3	7
COc1ccccc1C(=O)Nc1ccnn1C1CCN(Cc2ccccc2OCCO)CC1	3	3	0	8	2	1	0	1	4
Cc1ccccc1NC(=S)Nc1cccc2cnccc12	4	6	-6	3	2	-5	3	6	10
O=C(NC(=S)NCCN1CCOCC1)c1ccccc1Cl	0	0	-1	3	1	-3	-5	7	-2
O=S(=O)(N1CCCCC1)N1CCN(c2cc(Cl)ccc2Cl)CC1	1	6	-4	-5	7	5	-2	-1	3
Cc1nn(C(C)(C)C)c(C)c1/C=N/OC(=O)Nc1ccc(Cl)cc1	-4	6	-7	6	-9	-10	-2	-4	1
COc1ccc(C(=O)N=c2sc3c(C)ccc(OC)c3n2C)cc1OC	-6	-13	-3	-20	-11	-1	-7	-6	0
CCC(C)NC(=O)c1ccc2c(Cl)c3c(nc2c1)CCC3 (stereo unspecified)	-2	1	3	3	-3	-1	5	-17	6
CC(=O)c1cccc(CN2CCC(CO)(CCCc3ccccc3)CC2)c1	0	-15	-1	9	-1	-1	1	7	9
CC(=O)c1cccc(NC(=S)N2c3ccccc3CC2C)c1 (stereo unspecified)	2	-6	-4	0	-3	13	6	12	-4
FC(F)(F)c1ccccc1NC(=S)N1CCN(Cc2ccc3c(c2)OCO3)CC1	1	3	-4	3	8	-7	3	2	15
CC1CCN(CCCNC(=O)c2cc3c(=O)n(C)c4ccccc4c3n2C)CC1	5	-10	0	3	3	6	-2	5	9
COc1ccccc1-c1nnc(N(C)C(=O)C2CCCO2)s1 (stereo unspecified)	-1	-3	3	-6	0	11	0	3	-1
C=CCNC(=O)c1ccccc1NC(=O)c1ccccc1N(C)S(C)(=O)=O	3	6	0	5	0	-3	0	-2	3
NC(=O)CC(NC(=O)Cc1cccc2ccccc12)c1ccc(NCCc2ccc(F)cc2)c([N+](=O)[O-])c1 (stereo unspecified)	-2	-45	3	-5	-4	-2	1	5	-13
CCCC(C)C(=O)Nc1nc(C)c(-c2csc(Nc3ccccc3OC)n2)s1 (stereo unspecified)	-3	8	-6	-6	-3	-3	6	-29	16
CC(=O)Nc1ccc(-c2sc(Nc3cccc4ccccc34)n[n+]2-c2ccccc2)cc1	-13	15	-4	-27	-13	6	-7	-13	-6
Cc1nnc(N2C(=O)C(=O)/C(=C(/O)c3ccc4c(c3)CC(C)O4)C2c2ccccc2F)s1 (stereo unspecified)	1	17	-2	10	6	-4	-4	0	8
O=C(Nc1ccc2c(c1)CCC2)c1ccccc1	-7	1	0	4	5	7	-5	11	9

Assay outcomes deposited in PubChem by The Scripps Research Institute Molecular Screening Center.
